# Compound activity from PubChem.
# A549 tox – A549 cytotoxicity, counter-screen for Nrf2 inhibitors. 0.16% of 390,000 active. Potency, µM (doses to about 46 µM), for the others: at the top dose activity change, negative = cytotoxicity, usual class: inhibitors. A549 ARE-Fluc cells, CellTiter-Fluor viability, 18-24 h; note: potency is the fitted concentration of half-maximal effect; % is set by controls: 0 for no effect and ±100 for the full control effect
#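 A549 ARE_Fluc cells in 5% FBS OPTI-MEM were exposed to compounds in concentration-response for 18-24 h at 37 deg C. Viability was read by CellTiter-Fluor fluorescence (Ex 405/Em 525) after 30 min, before the luciferase read.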
# Abeta rescue – A-beta toxicity reversal in yeast | yeast expressing A-beta42, growth rescue, OD600, 48 h; response scale: 0% DMSO, 100% iron-clioquinol control | Potency, µM (doses to about 46.1 µM), for the others: at the top dose growth rescue, usual class: activators | 0.063% of 410,000 active | AID 1347071; note: potency is the fitted concentration of half-maximal effect; nearly all actives have a fitted effect of over 55% in size
#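 Growth rescue measured by 600 nm absorbance after 48 h yeast culture at 30 C with compound. Values normalized between DMSO and an equimolar ferric chloride plus clioquinol control.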
# CCT modulator – cytosolic chaperonin activity modulation; activity change, % (no concentration beside the values), hits read low; 0.3% of 360,000 active; purified chaperonin ATPase assay, HTRF ADP detection, 30 min; in the data active = activity change below about -30%; note: % is set by controls: 0 for no effect and ±100 for the full control effect
#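 TRiC at 40 or 20 nM final (batch-dependent) in 30 mM Tris pH 7.4, 100 mM KCl, 5 mM MgCl2, 1 mM DTT, with compound at single 76 uM and 10 uM ATP, 30 min at 37 deg C. ADP detected by HTRF Transcreener, 665/615 ratio.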
# HepG2 viability – kills HepG2 cells in TGF-b inhibitor counter-screen; HepG2 CAGA-GFP viability, ATP luminescence, 18 h; Potency, µM (top dose mostly 46.1 µM), without a hit: at the highest dose activity change, negative = cytotoxicity, hits mostly cytotoxic; 0.76% of 410,000 active; AID 588856; note: potency is the fitted concentration of half-maximal effect; some results filed as inactive show a strong effect at the top dose
#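 HepG2 CAGA-GFP cells (1000/well, DMEM with 1% FBS) received compound, then TGF-beta at 500 pg/mL final, and were incubated 18 hours at 37 degrees C. Viability was read by CellTiter-Glo luminescence. Media-only wells were set as complete cell-killing and DMSO as no toxicity.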
# Nrf2 inh – blocks Nrf2 signaling | Potency, µM (doses to about 46 µM), for inactives: at the top dose activity change, negative = inhibition, most hits filed as inhibitors | A549 ARE-Fluc reporter, luciferase luminescence, 18-24 h | AID 504444 | 2.1% of 360,000 active; note: potency is the fitted concentration of half-maximal effect; % is set by controls: 0 for no effect and ±100 for the full control effect; nearly all actives have a fitted effect of over 60% in size
#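 A549 ARE_Fluc cells (5000/well, 5% FBS OPTI-MEM) pre-incubated 2 h, then treated with compounds 18-24 h at 37C/5% CO2 in concentration-response. CellTiter-Fluor viability read first; BugLite luciferase luminescence after 15 min at room temperature gives Nrf2 activity.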
# TGFb inhibitor – TGF-b pathway inhibition; HepG2 CAGA-GFP TGF-b/SMAD3 reporter, GFP fluorescence, 18 h; TGF-beta stimulated, 500 pg/mL final; 1.2% of 410,000 active; AID 588855; Potency, µM (top dose mostly 46.1 µM), for the others: at the top dose activity, negative = inhibition, usual class: inhibitors; note: potency is the fitted concentration of half-maximal effect; % is set by controls: 0 for no effect and ±100 for the full control effect; nearly all actives have a fitted effect of over 65% in size
#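 Smad-responsive CAGA-GFP expression was quantified in HEPG2 cells exposed to compounds and 500 pg/mL final TGF-beta for 18 h at 37 degrees C; unstimulated wells defined full inhibition.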
# Nrf2 activator – activates Nrf2 signaling. AREc32 ARE-luciferase reporter (MCF7-derived line), luminescence, 24 h. Potency, µM (highest dose often 46.1 µM), without a hit: at the highest dose activation, hits mostly activators. 0.31% of 410,000 active; note: potency is the fitted concentration of half-maximal effect; % of control where 0% means no effect; nearly all actives have a fitted effect of over 65% in size
#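 AREc32 cells carrying an ARE-driven firefly luciferase, 1000 cells/well in OPTI-MEM with 5% FBS, dosed after overnight attachment and incubated 24 hr at 37 deg C. Steady-Glo luminescence read after 30 min at RT.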
# MmCpn inh – inhibitors of Methanococcus maripaludis chaperonin (MmCpn). purified Mm-Cpn ATPase, ADP Transcreener TR-FRET. Potency, µM (highest dose often 76.9 µM), for inactives: at the top dose activity, negative = inhibition, usual class: inhibitors. 0.031% of 330,000 active; note: potency is the fitted concentration of half-maximal effect; % is set by controls: 0 for no effect and ±100 for the full control effect; nearly all actives have a fitted effect of over 80% in size
#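 ATPase read-out: TR-FRET ADP immunoassay (anti-ADP Eu cryptate vs ADP-d2), ex 320 nm, em 590/665 nm; signal drops as ADP forms. Enzyme 25 nM, ATP 10 uM, 30 min at 37°C after 10 min compound preincubation.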
# pAkt inh – blocks phosphorylation of Akt; Neuro2A IGF-stimulated pAkt S473 HTRF, 20 min; hits give low values; 0.32% of 360,000 active; AID 651550; activity change, % for hits at 50 µM; in the data active = activity change below about -80%; inconclusive = mostly about -51% to -80%; note: % is set by controls: 0 for no effect and ±100 for the full control effect
#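 Single-point screen (50 µM final compound) in Neuro2A cells stimulated 20 min with 6 nM IGF at 37 deg C. After lysis, Ser473-phosphorylated Akt read by HTRF (ex 330 nm, em 615/665 nm) as the 665/615 ratio.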
# Numbers without * were called inactive; i = inactive; u = inconclusive; x = no result given; [ ] = another dose, or the depositor's remark. Unless noted, calls come from the whole dose curve; as a rule, active = well fitted curve in the direction sought with a large enough effect; inconclusive = small, poorly fitted or top-dose-only effect, or another doubt; inactive = no such curve, though single readings can be large; an effect the other way counts as inactive or inconclusive.
SMILES,A549 tox,Abeta rescue,CCT modulator,HepG2 viability,Nrf2 inh,TGFb inhibitor,Nrf2 activator,MmCpn inh,pAkt inh
O=[N+]([O-])c1cc([N+](=O)[O-])c(N2CCCCCC2)cc1NCCO,u,-14%,0.0,-1%,u,-28%,11%,0%,i
O=C(CN1CCN(c2ccccc2)CC1)Nc1ccccc1C(F)(F)F,5%,7%,-0.6,-4%,7%,5%,-0.1%,1%,i
COc1cccc(C(N)c2nc(-c3cc(F)cc(F)c3)cs2)c1 (stereo not drawn),x,-3%,-0.9,-5%,x,21%,8.7%,x,i
Cc1cc(C)nc(N(C#N)CN2C(=O)c3ccccc3S2(=O)=O)n1,-2%,27%,-0.4,-2%,x,u,1.9%,0%,i
Cc1ccc(Cn2c(O)c(N=NC(=S)Nc3ccccc3F)c3ccccc32)cc1,u,-4%,0.8,-25%,x,-24%,3.2%,4%,i
C/C(=N\NC(=O)c1cccs1)c1ccncc1,8%,-3%,-2.8,-14%,-12%,-17%,3.6%,2%,i
O=C(Cc1ccc(-c2ccccc2)cc1)Nc1ccccc1,2%,0%,0.3,1%,17%,0%,2.8%,1%,i
COc1ccccc1-c1cnc(C(O)c2ccc(F)cc2C)[nH]1 (stereo not drawn),x,-8%,1.5,-3%,x,-8%,0.4%,x,i
CCC(C(=O)Nc1ccc(C(=O)OC)cc1)n1nc(-c2ccc(C)cc2)c2c(c1=O)CCCC2 (stereo not drawn),-16%,3%,x,-25%,-11%,u,5.9%,x,x
N#CCC(=O)Nc1ccc(C(=O)OCC(=O)c2ccc3c(c2)NC(=O)CO3)cc1,0%,0%,-1.0,1%,18%,-1%,-0.4%,u,i
CC1CCN(C(=O)Cn2nnnc2CN2CCOCC2)CC1,3%,-17%,-2.7,-4%,-10%,-3%,2.9%,2%,x
O=C(CCN1C(=O)S/C(=C/c2ccccc2)C1=O)Nc1ccc(O)c(C(=O)O)c1,-2%,13%,-1.3,0%,8%,-4%,-0.3%,-4%,i
Cc1csc(Nc2ccc(Cl)cc2)n1,5%,u,-3.1,5%,u,-12%,6.0%,2%,i
C[C@H]1Cn2cnc(C(=O)NCc3ccc(CNC(=O)OC(C)(C)C)cc3)c2C(=O)N1,x,-2%,2.8,-1%,x,2%,0.2%,x,i
CCCCCCc1cc2cc(S(=O)(=O)c3ccc(F)c(Cl)c3)c(=O)oc2cc1O,u,-29%,-0.8,-47%,u,-47%,0.0%,-2%,i
O=C(CNC(=O)c1ccc(Br)o1)Nc1cccc(S(=O)(=O)N2CCOCC2)c1,-3%,0%,0.2,-4%,1%,-10%,2.5%,-8%,i
O=C(Cc1ccc2c(c1)OCCO2)N1CCN(S(=O)(=O)c2cccc(C(F)(F)F)c2)CC1,-2%,13%,-1.9,-9%,-8%,-19%,-0.4%,0%,i
N#Cc1ccccc1OCC(=O)OCC(=O)NCc1ccc2c(c1)OCO2,0%,17%,-1.6,-7%,15%,-2%,1.4%,1%,i
O=C(CSc1ncc(-c2ccccc2)n1CC1CCCO1)N1CCCCC1 (stereo not drawn),0%,5%,-0.4,-2%,2%,u,-0.8%,1%,i
Cc1ccc(C(=O)OCC(=O)NCc2ccc3c(c2)OCO3)cc1S(=O)(=O)N1CCOCC1,11%,-4%,-0.2,-12%,3%,-7%,0.0%,-1%,i
CN(CC(=O)Nc1ccccc1C(F)(F)F)C(=O)Cn1c(=O)oc2ccccc21,-6%,8%,-1.6,-14%,6%,u,0.2%,1%,i
CCS(=O)(=O)c1ncc(Cl)c(C(=O)Nc2c(C(=O)c3ccc(C)cc3)oc3ccccc23)n1,-5%,4%,x,-11%,-8%,-21%,3.4%,x,x
Cc1nn(CC(=O)N2CCc3ccccc3C2)c(C)c1Cl,1%,-1%,-80*,0%,-19%,2%,-0.1%,4%,x
COc1cc(Cl)c(S(=O)(=O)N2CCOCC2)cc1Cl,2%,16%,-2.7,-7%,14%,u,0.4%,0%,i
Cc1cc(NN)nc(NS(=O)(=O)c2ccc(Cl)cc2)n1,-6%,2%,-0.1,1%,10%,22%,0.9%,0%,i
O=C(NC1CCCc2c1cnn2-c1ccccc1F)c1ccccc1N1CCOCC1 (stereo not drawn),-1%,-44%[inhibitor],0.5,-7%,-14%,u,2.9%,2%,i
Cc1ccc2c(c1)NCC(C(=O)NCc1ccccc1)O2 (stereo not drawn),-6%,-12%,-2.2,1%,3%,-11%,-0.6%,0%,i
O=C(CSc1nc2nn(-c3ccccc3)c(=O)c-2c2n1CCCCC2)c1ccc(O)c(O)c1,-5%,6%,1.4,-21%,-30%,u,-0.5%,1%,i
COc1ccc(C2=Nn3c(nnc3-c3ccc(OC)cc3)SC2)cc1,u,7%,-2.3,-1%,u,u,0.4%,1%,i
COc1cccc(Cl)c1NC(=O)N1CCc2c([nH]c3ccccc23)C1C(F)(F)F (stereo not drawn),-9%,u,1.3,-38%,3%,u,0.0%,2%,i
CC(=O)c1cccc(CN2CCC(C(=O)Nc3ccc(-c4cccc(C)c4)cc3)CC2)c1,-19%,1%,0.8,-107%,-14%,u,7.7%,-14%,i
Cc1cc(S(=O)(=O)Nc2cc3c(cc2Cl)n(C)c(=O)c(=O)n3C)ccc1F,2%,13%,x,-9%,u,0%,-0.9%,x,x
Cc1nnn(-c2nonc2N)c1C(=O)N/N=C/c1cccc2ccccc12,-4%,-4%,-0.3,-20%,u,-11%,-0.7%,1%,i
C=CCn1c2ccccc2c2nnc(SC(CC)C(=O)Nc3sc4c(c3C#N)CCCC4)nc21 (stereo not drawn),5%,-3%,1.7,-22%,1%,-1%,1.4%,2%,i
COc1ccccc1-c1nc(-c2ccccn2)no1,-6%,-62%[inhibitor],-0.6,-100%,u,6%,-3.3%,-1%,i
Cc1nc(-c2ccncc2)sc1C(=O)Nc1ccc(Br)cc1,2%,-4%,0.6,-1%,1%,0%,0.1%,-1%,i
Cc1ccc(C2(C)NC(=O)N(CC(=O)Nc3ccccc3N3CCCCC3)C2=O)cc1 (stereo not drawn),0%,11%,-4.9,2%,-17%,4%,0.2%,3%,i
CCc1c(C)nc2nc(SCc3ccccc3Cl)[nH]n2c1=O,1%,1%,-2.2,-10%,-9%,-8%,0.7%,0%,i
N#Cc1c2n(cnc1=O)CCCCC2,1%,4%,0.5,-35%,x,-7%,-1.7%,x,i
CC1CN(c2nn3c(=O)c4ccccc4nc3c3ccccc23)CC(C)O1 (stereo not drawn),0%,-38%[inhibitor],-3.2,-15%,-18%,u,1.4%,u,i

# Part of the list above, with bars between the fields.
canonical_smiles | A549 tox | Abeta rescue | CCT modulator | HepG2 viability | Nrf2 inh | TGFb inhibitor | Nrf2 activator | MmCpn inh | pAkt inh
CN(CC(=O)Nc1ccccc1C(F)(F)F)C(=O)Cn1c(=O)oc2ccccc21 | -6% | 8% | -1.6 | -14% | 6% | u | 0.2% | 1% | i
Cc1ccc(C2(C)NC(=O)N(CC(=O)Nc3ccccc3N3CCCCC3)C2=O)cc1 (stereo not drawn) | 0% | 11% | -4.9 | 2% | -17% | 4% | 0.2% | 3% | i
CCc1c(C)nc2nc(SCc3ccccc3Cl)[nH]n2c1=O | 1% | 1% | -2.2 | -10% | -9% | -8% | 0.7% | 0% | i
COc1ccccc1-c1nc(-c2ccccn2)no1 | -6% | -62%[inhibitor] | -0.6 | -100% | u | 6% | -3.3% | -1% | i

# (continued)
SMILES,A549 tox,Abeta rescue,CCT modulator,HepG2 viability,Nrf2 inh,TGFb inhibitor,Nrf2 activator,MmCpn inh,pAkt inh
O=C1CCN(Cc2ccccc2)C(=O)N1c1ccccc1,0%,2%,-1.1,-17%,u,12%,-0.6%,0%,i
O=S(=O)(/C=C/c1ccccc1)Nc1ccc(N2CCOCC2)cc1,-6%,20%,-0.5,-1%,6%,12%,-0.2%,1%,i
CCOC(=O)/C(C#N)=N\Nc1ccc(S(=O)(=O)Nc2nc(C)cc(C)n2)cc1,5%,-8%,2.5,-6%,8%,-11%,-0.3%,-2%,i
CN(C(=O)CSc1ncnc2sc3c(c12)CCC3)C1CCS(=O)(=O)C1 (stereo not drawn),-1%,u,-0.1,-14%,-9%,1%,3.0%,-13%,i
Cc1nnc(SCCC(=O)Nc2ccc(F)cc2)s1,6%,-13%,-2.5,-27%,-1%,-4%,1.2%,-2%,i
COc1ccc(Cn2ccc(=O)c(Cc3c(Cl)cccc3Cl)c2C)cc1,1%,9%,-5.3,-2%,10%,-28%,-0.1%,0%,i
CC(=O)NC1=NN(C(C)=O)C(C)(c2ccc(Cl)s2)S1 (stereo not drawn),-26%,18%,2.6,-3%,u,12%,-0.2%,0%,i
COc1cc(OC)cc(C(=O)NN2CCCCC2)c1,-12%,-12%,1.2,1%,u,-1%,0.3%,-3%,i
O=C(Cn1nnc(-c2ccccc2)n1)NNC(=O)c1ccc(Br)cc1,0%,2%,-3.6,-21%,2%,-10%,-1.1%,-1%,i
COc1ccc(N(CC(=O)Nc2cc(C)ccc2C)S(=O)(=O)c2c(C)nn(C)c2C)cc1,10%,-5%,-2.9,-16%,u,0%,-0.6%,-2%,i
O=C(c1ccc(F)cc1)N1CCOCC1,-2%,4%,1.0,1%,-10%,-2%,0.2%,-2%,i
O=C(CCC(=O)c1ccc(Oc2ccccc2)cc1)Nc1cccc(Cl)c1,-1%,-8%,-0.5,-25%,u,4%,-1.4%,-1%,i
CCc1nc2c(OCc3ccccc3C(=O)OC)cccn2c1N(C)C(=O)Nc1ccccc1OC,x,-3%,-2.7,-12%,x,8%,0.7%,x,i

# Look-ups from the list:
# CN(C(=O)CSc1ncnc2sc3c(c12)CCC3)C1CCS(=O)(=O)C1 (stereo not drawn) | MmCpn inh = -13%
# COc1cc(OC)cc(C(=O)NN2CCCCC2)c1 | Abeta rescue = -12%
